DT40 TDP1 no CPT: qHTS for Inhibitors of human tyrosyl-DNA phosphodiesterase 1 (TDP1): qHTS in cells in absence of CPT | AID 686978, 2013 | Potency, µM (doses to about 46.2 µM), for inactives: top-dose activity change, negative = growth inhibition, most hits filed as inhibitors | DT40 Tdp1-/- hTDP1 cells, no CPT, ATP luminescence, 48 h | 420,000 compounds, 15% hits; note: nearly all actives have a fitted effect of over 55% in size
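No-CPT arm: Tdp1-/-;hTDP1 DT40 cells (400/well) plus compounds, incubated ≥48 hr at 37 °C. Readout CellTiter-Glo luminescence.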
TDP1 inh: qHTS Assay for Inhibitors of Tyrosyl-DNA Phosphodiesterase (TDP1); Potency, µM (doses to about 130 µM), for inactives: top-dose activity change, negative = inhibition, most hits filed as inhibitors; recombinant TDP1, AlphaScreen DNA substrate cleavage; 350,000 compounds, 0.28% hits; note: nearly all actives have a fitted effect of over 40% in size
Target sequence (Q9NUW8 whole entry, looked up): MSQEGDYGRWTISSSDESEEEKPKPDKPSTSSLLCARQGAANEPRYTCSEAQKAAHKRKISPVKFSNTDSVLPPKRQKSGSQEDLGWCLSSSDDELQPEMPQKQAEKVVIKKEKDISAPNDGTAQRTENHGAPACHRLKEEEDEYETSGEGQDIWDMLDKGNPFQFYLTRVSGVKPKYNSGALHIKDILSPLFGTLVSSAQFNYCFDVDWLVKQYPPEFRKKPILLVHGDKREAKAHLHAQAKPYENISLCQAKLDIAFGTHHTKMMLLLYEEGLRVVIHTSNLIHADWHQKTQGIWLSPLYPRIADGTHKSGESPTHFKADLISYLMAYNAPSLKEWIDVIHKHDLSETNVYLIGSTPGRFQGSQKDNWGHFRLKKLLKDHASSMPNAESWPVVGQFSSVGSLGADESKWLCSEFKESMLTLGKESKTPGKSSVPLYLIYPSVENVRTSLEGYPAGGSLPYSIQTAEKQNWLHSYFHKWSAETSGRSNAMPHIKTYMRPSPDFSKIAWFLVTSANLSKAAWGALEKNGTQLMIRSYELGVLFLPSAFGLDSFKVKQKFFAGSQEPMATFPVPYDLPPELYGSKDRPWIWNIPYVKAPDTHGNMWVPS
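Tdp1 1 nM final; 15 min RT w/ cpd; substrate 15 nM, 5 min; beads 10 ug/ml, 10 min; AlphaScreen read. Neg ctrl: no enzyme.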
DT40 TDP1 CPT: qHTS for Inhibitors of human tyrosyl-DNA phosphodiesterase 1 (TDP1): qHTS in cells in presence of CPT. Potency, µM (top dose mostly 46.2 µM), for the others: at the highest dose activity change, negative = growth inhibition, hits mostly inhibitors. chicken DT40 Tdp1-/-;hTDP1 cells + 20 nM CPT, ATP luminescence, 48 h. 420,000 compounds, 12% hits; note: nearly all actives have a fitted effect of over 55% in size
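Chicken DT40 Tdp1-/- cells stably complemented with human TDP1 were seeded at 400 cells/well in medium containing 20 nM camptothecin, exposed to pin-transferred compounds, and grown at 37 °C for at least 48 hr. Viability was read as ATP luminescence.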
Active calls of the source: *; [ ] = another dose, or the depositor's remark. Calls come from the whole dose curve; as a rule, active = well fitted curve in the direction sought with a large enough effect; inconclusive = small, poorly fitted or top-dose-only effect, or another doubt; inactive = no such curve, though single readings can be large; an effect the other way counts as inactive or inconclusive. % is set by controls: 0 for no effect and ±100 for the full control effect; potency is the fitted concentration of half-maximal effect.

What do the screens show for `CC(=O)NC(CC(=O)Nc1nccs1)c1ccccc1` (stereo not given)?
DT40 TDP1 no CPT: -1%; TDP1 inh: 3%; DT40 TDP1 CPT: -13%

How did COc1ccc(Nc2nc3ccc(C)cn3c(=O)c2/C=N/O)cc1 do in these assays?
DT40 TDP1 no CPT: 6.5µM*; TDP1 inh: -5%; DT40 TDP1 CPT: 5.8µM*

How did COc1ccc(C2=NS(=O)(=O)N(C)C(C(=O)NC3CCCC3)=C2)cc1 do in these assays?
DT40 TDP1 no CPT: inconclusive; DT40 TDP1 CPT: -9%

What do the screens show for `COc1ccccc1C1CCN(C(=O)c2ccc(C(C)(C)C)cc2)CC1`?
DT40 TDP1 no CPT: 16µM*; DT40 TDP1 CPT: inconclusive

How did CN1CCN(S(=O)C23CC4CC(CC(C4)C2)C3)CC1 (stereo not given) do in these assays?
DT40 TDP1 no CPT: -9%; TDP1 inh: 8%[56.1 µM]; DT40 TDP1 CPT: -12%

Results for CC(C)C(=O)N1CCN(c2ccc([N+](=O)[O-])cc2Cl)CC1 ?
DT40 TDP1 no CPT: inconclusive; TDP1 inh: 0%; DT40 TDP1 CPT: inconclusive

How did O=C(Nc1nccs1)c1nc[nH]c1C(=O)N1CCc2ccccc2C1 do in these assays?
DT40 TDP1 no CPT: -24%; TDP1 inh: -12%; DT40 TDP1 CPT: -17%

Results for COc1ccc(CCN2C(=O)NC(NC(=O)CC(C)C)(C(F)(F)F)C2=O)cc1OC (stereo not given) ?
DT40 TDP1 no CPT: -14%; TDP1 inh: 0%; DT40 TDP1 CPT: 8%

What do the screens show for `Cc1ccc(NS(=O)(=O)c2ccc(C(=O)N3CCCC(C(F)(F)F)C3)cc2)cc1` (stereo not given)?
DT40 TDP1 no CPT: inconclusive; DT40 TDP1 CPT: inconclusive

Results for COc1cc(CN2C(=O)C(CCc3ccccc3)ON=C2c2cnccn2)cc(OC)c1 (stereo not given) ?
DT40 TDP1 no CPT: inconclusive; DT40 TDP1 CPT: inconclusive

What do the screens show for `Cc1cc2cc(CNC(=O)c3ccc(S(=O)(=O)N4CCCCC4)cc3)ccc2[nH]1`?
DT40 TDP1 no CPT: inconclusive; TDP1 inh: 5%; DT40 TDP1 CPT: inconclusive

How did O=C(COC(=O)Cc1ccc(Cl)cc1)NCc1ccco1 do in these assays?
DT40 TDP1 no CPT: 0%; TDP1 inh: 11µM*; DT40 TDP1 CPT: -1%

What do the screens show for `COc1cc(CN(CC2CCCO2)C(=O)c2ccco2)cc(OC)c1OC` (stereo not given)?
DT40 TDP1 no CPT: 8%; TDP1 inh: 2%; DT40 TDP1 CPT: -32%

How did O=C(O)C(Cc1ccc(F)cc1)c1ccccc1 (stereo not given) do in these assays?
DT40 TDP1 no CPT: -18%; DT40 TDP1 CPT: -26%

Results for CCN(CC)S(=O)(=O)c1ccc(NN=C2CCN(C)CC2)c([N+](=O)[O-])c1 ?
DT40 TDP1 no CPT: -6%; TDP1 inh: 5%; DT40 TDP1 CPT: -1%

Results for CCOc1ccc(N(Cc2ccc(OC)c(OC)c2)C(=O)c2ccco2)cc1 ?
DT40 TDP1 no CPT: 18µM*; TDP1 inh: 0%; DT40 TDP1 CPT: inconclusive

How did CC1CCN(C(=S)c2ccccc2O)CC1 do in these assays?
DT40 TDP1 no CPT: inconclusive; TDP1 inh: -3%; DT40 TDP1 CPT: -27%

What do the screens show for `CCOc1ccc(/C=C/c2nc(C#N)c(N3CCN(c4ccc(OC)cc4)CC3)o2)cc1`?
DT40 TDP1 no CPT: -24%; TDP1 inh: 5%; DT40 TDP1 CPT: 1%

How did CCOC(=O)C1=C(CSc2nc3c(cc2C#N)CCC3)OC(N)=C(C#N)C1c1ccccc1 (stereo not given) do in these assays?
DT40 TDP1 no CPT: inconclusive; TDP1 inh: 4%; DT40 TDP1 CPT: 29µM*

How did CCn1c(-c2ccc(N)cc2)nc2ccccc21 do in these assays?
DT40 TDP1 no CPT: 2%; TDP1 inh: 4%; DT40 TDP1 CPT: 2%

How did COc1cc2c(cc1OC)C(c1ccc(N(C)C)cc1)NCC2 (stereo not given) do in these assays?
DT40 TDP1 no CPT: inconclusive; DT40 TDP1 CPT: inconclusive

Results for Cc1oc2c(c1C(=O)Nc1ccccc1Br)C1=NCCN1C=N2 ?
DT40 TDP1 no CPT: 21µM*; TDP1 inh: 5%; DT40 TDP1 CPT: 18µM*

How did CC(C)C(NC(=O)c1ccc(F)cc1)C(=O)N1CCN(c2ccccn2)CC1 (stereo not given) do in these assays?
DT40 TDP1 no CPT: inconclusive; TDP1 inh: 1%; DT40 TDP1 CPT: inconclusive

Results for CCOC(=O)C1=C(C)NC(=O)CC1c1cc(OC)c(OC)cc1Br (stereo not given) ?
DT40 TDP1 no CPT: -8%; TDP1 inh: -4%; DT40 TDP1 CPT: 20%

How did Cc1ccc(NC(=O)CC(NCCN2CCOCC2)C(=O)O)cc1Cl (stereo not given) do in these assays?
DT40 TDP1 no CPT: -4%; TDP1 inh: 4%; DT40 TDP1 CPT: -2%

What do the screens show for `O=[N+]([O-])c1cccc(Cl)c1CSc1ccccn1`?
DT40 TDP1 no CPT: -7%; TDP1 inh: -4%; DT40 TDP1 CPT: 37%[activator]

How did COc1ccc(CCNC(=O)C/C(C)=N/NC(=O)c2ccc(N)cc2)cc1OC do in these assays?
DT40 TDP1 no CPT: -7%; TDP1 inh: 3%; DT40 TDP1 CPT: -16%

Results for CCOC(=O)CSc1nc(-c2ccccn2)ncc1OC ?
DT40 TDP1 no CPT: 4.6µM*; TDP1 inh: 3%; DT40 TDP1 CPT: 8.2µM*

Results for CC(C)Cc1nc2cc(NS(=O)(=O)N(C)C)cc(C(=O)N3CCc4sccc4C3)c2n1C ?
DT40 TDP1 no CPT: 0%; DT40 TDP1 CPT: 5%

What do the screens show for `CCCn1c(=S)[nH]c2ccc(C(F)(F)F)cc21`?
DT40 TDP1 no CPT: -23%; TDP1 inh: 5%; DT40 TDP1 CPT: 5%

What do the screens show for `Cc1ccc(OCC(=O)NCCCNC(=O)c2ccncc2)cc1C`?
DT40 TDP1 no CPT: -13%; TDP1 inh: 5%[0.0935 µM]; DT40 TDP1 CPT: 2%

What do the screens show for `COC(=O)C1OC(=O)C2OC23[C@]2(C)C(OC(C)=O)CC4C(C)(C)C(=O)CC[C@]4(C)C2CC[C@@]13C` (stereo not given in full)?
DT40 TDP1 no CPT: 3%; TDP1 inh: 6%; DT40 TDP1 CPT: -2%

What do the screens show for `Cc1cc2cc(CCNC(=O)c3cccs3)c(=O)[nH]c2cc1C`?
DT40 TDP1 no CPT: inconclusive; TDP1 inh: 4%; DT40 TDP1 CPT: inconclusive

How did COC(=O)c1cc2ccccc2n1Cc1ccc(Cl)nc1 do in these assays?
DT40 TDP1 no CPT: inconclusive; DT40 TDP1 CPT: -18%

Results for O=C(NCCCN1CCOCC1)C(Sc1ccccc1)c1ccccc1 (stereo not given) ?
DT40 TDP1 no CPT: -3%; TDP1 inh: 3%; DT40 TDP1 CPT: 9%

What do the screens show for `COc1ccc(-n2ccnc(NCCc3ccccc3)c2=O)cc1OC`?
DT40 TDP1 no CPT: 21µM*; TDP1 inh: 8%; DT40 TDP1 CPT: inconclusive

How did CCOC(=O)c1cccc(NC(=O)CCS(=O)(=O)c2ccc3c(c2)CC(=O)N3C)c1 do in these assays?
DT40 TDP1 no CPT: -2%; TDP1 inh: 5%; DT40 TDP1 CPT: -25%

Results for CCN(CC)CCCNC(=O)C1CCN(C(=O)c2oc3cc4sc(N(C)C)nc4cc3c2C)CC1 ?
DT40 TDP1 no CPT: -8%; TDP1 inh: 0%; DT40 TDP1 CPT: -9%

Results for CCCn1nc(CC(=O)O)c2ccccc2c1=O ?
DT40 TDP1 no CPT: 4%; TDP1 inh: 3%; DT40 TDP1 CPT: 2%

Results for COc1ccc(CNC(=O)CSc2nc3ccccc3nc2Cc2ccccc2OC)cc1 ?
DT40 TDP1 no CPT: -16%; TDP1 inh: 3%; DT40 TDP1 CPT: inconclusive

Results for O=C(NOCc1ccccc1)c1ccc(Cl)cc1Cl ?
DT40 TDP1 no CPT: 11%; TDP1 inh: 0%; DT40 TDP1 CPT: 5%

What do the screens show for `CC1(c2ccc(Cl)cc2)CC(C)(C)N(C(=O)c2ccccc2)c2ccccc21` (stereo not given)?
DT40 TDP1 no CPT: inconclusive; TDP1 inh: -1%; DT40 TDP1 CPT: inconclusive

How did Cc1ccsc1C(=O)N1CCC1(C)C(=O)NCCC#N (stereo not given) do in these assays?
DT40 TDP1 no CPT: -9%; DT40 TDP1 CPT: 1%

What do the screens show for `Cc1c(C#N)c2ncn(Cc3ccccn3)c(=O)c2n1-c1ccccc1`?
DT40 TDP1 no CPT: inconclusive; TDP1 inh: 3%; DT40 TDP1 CPT: -12%

How did COc1ccc(Cl)cc1Cn1c(C)c(C(=O)NCc2ccc(F)cc2)sc1=O do in these assays?
DT40 TDP1 no CPT: inconclusive; DT40 TDP1 CPT: inconclusive

How did Cn1c(NC(=O)c2ccc(F)cc2)c(-c2ccccn2)c(=O)c2ccccc21 do in these assays?
DT40 TDP1 no CPT: -17%; TDP1 inh: 4%; DT40 TDP1 CPT: -3%

How did CC(=O)c1ccc(NC(=S)NC(=O)/C=C/c2ccco2)cc1 do in these assays?
DT40 TDP1 no CPT: inconclusive; DT40 TDP1 CPT: -10%

How did COc1ccc(CNC(=O)c2ccccc2[N+](=O)[O-])cc1 do in these assays?
DT40 TDP1 no CPT: -5%; TDP1 inh: 0%; DT40 TDP1 CPT: 0%

What do the screens show for `COc1ccccc1-n1nc(C)cc1N`?
DT40 TDP1 no CPT: -9%; TDP1 inh: -5%; DT40 TDP1 CPT: -14%

Results for CCOc1ccc(NS(=O)(=O)c2ccc(C(=O)N3CCN(c4ncccn4)CC3)cc2)cc1 ?
DT40 TDP1 no CPT: 8.2µM*; TDP1 inh: 3%; DT40 TDP1 CPT: 9.2µM*

Results for NS(=O)(=O)c1ccc(NC(=O)c2cc(Cl)ccc2Cl)cc1 ?
DT40 TDP1 no CPT: inconclusive; TDP1 inh: 0%; DT40 TDP1 CPT: -20%

How did CCn1nc(C)cc1C(=O)N1CCCC(C(=O)c2ccc3ccccc3c2)C1 (stereo not given) do in these assays?
DT40 TDP1 no CPT: 7.3µM*; DT40 TDP1 CPT: 12µM*

What do the screens show for `COc1cc(C(=O)NCC2CCCO2)ccc1OCc1ccccc1Cl` (stereo not given)?
DT40 TDP1 no CPT: inconclusive; TDP1 inh: 2%; DT40 TDP1 CPT: -30%

How did COC(=O)C1CCN(CC(=O)Nc2ccccc2Sc2ccccc2)CC1 do in these assays?
DT40 TDP1 no CPT: inconclusive; TDP1 inh: -4%; DT40 TDP1 CPT: -5%

How did C=CCOc1c(Br)cc(/C=N/n2c(CC)n[nH]c2=S)cc1Br do in these assays?
DT40 TDP1 no CPT: inconclusive; TDP1 inh: 4%; DT40 TDP1 CPT: inconclusive

Grouped by structure, those above with a furan ring, fused or not
How did O=C(COC(=O)Cc1ccc(Cl)cc1)NCc1ccco1 do in these assays?
DT40 TDP1 no CPT: 0%; TDP1 inh: 11µM*; DT40 TDP1 CPT: -1%

What do the screens show for `COc1cc(CN(CC2CCCO2)C(=O)c2ccco2)cc(OC)c1OC` (stereo not given)?
DT40 TDP1 no CPT: 8%; TDP1 inh: 2%; DT40 TDP1 CPT: -32%

Results for CCOc1ccc(N(Cc2ccc(OC)c(OC)c2)C(=O)c2ccco2)cc1 ?
DT40 TDP1 no CPT: 18µM*; TDP1 inh: 0%; DT40 TDP1 CPT: inconclusive

Results for Cc1oc2c(c1C(=O)Nc1ccccc1Br)C1=NCCN1C=N2 ?
DT40 TDP1 no CPT: 21µM*; TDP1 inh: 5%; DT40 TDP1 CPT: 18µM*

Results for CCN(CC)CCCNC(=O)C1CCN(C(=O)c2oc3cc4sc(N(C)C)nc4cc3c2C)CC1 ?
DT40 TDP1 no CPT: -8%; TDP1 inh: 0%; DT40 TDP1 CPT: -9%

How did CC(=O)c1ccc(NC(=S)NC(=O)/C=C/c2ccco2)cc1 do in these assays?
DT40 TDP1 no CPT: inconclusive; DT40 TDP1 CPT: -10%
